TAG inh: inhibitors of triacylglycerol accumulation, primary screen, cell-based, uHTS, fluorescence, H9c2; H9c2 cells, Nile Red lipid (TAG) fluorescence; cells loaded with 200 µM oleic acid; inhibition, % at 12.5 µM; 230,000 tested, 0.66% active; AID 651582, 2012;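 active means pattern-corrected inhibition of lipid staining of at least 50% with the nuclear-stain viability signal not falling by more than 50%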;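 further: 0% = DMSO wells and 100% = triacsin C control wells; some results filed as inactive read as strong as hits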
TAG inh DAPI viability: recorded beside TAG inh, whose call it bears; DAPI nuclei signal change (viability), lower = more cytotoxic, %;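 whole-well DAPI fluorescence read on a plate reader as a viability signal; minus 50 percent equals half of cells still viable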
Numbers without * were called inactive; & = joins results of further samples.

SMILES	TAG inh	TAG inh DAPI viability
COc1ccc(NC2=CC(c3ccc(OC)cc3)N(c3ccc(OC)cc3)C2=O)cc1 (stereo not drawn)	-23	2
CCOC(=O)c1ccc(NC(=O)C(C)Sc2nc(O)c(-c3ccccc3)c(=O)[nH]2)cc1 (stereo not drawn)	-16	-8
COc1ccc(CC(=O)OCC(=O)Nc2ccc(F)cc2)cc1	-4	5
COc1ccccc1NS(=O)(=O)c1cccc(C(=O)NC2CCN(Cc3ccccc3)CC2)c1	-3	5
c1ccc(SC23CC4CC(CC(C4)C2)C3)nc1	-5	10
COc1ccccc1CNc1ncnc2nc[nH]c12	2	-7
CC1=NCCN1CCNC(=O)Nc1ccc(C(C)(C)C)cc1	1	-5
O=C(COc1cccc(C(F)(F)F)c1)NCC(c1ccco1)N1CCCCC1 (stereo not drawn)	-57	8
O=C(NCc1cccnc1)c1cc(S(=O)(=O)N2CCCCC2)ccc1Cl	10	-15
O=c1[nH]c(=S)[nH]c2nc(-c3ccccc3)cnc12	4	3
COc1cccc2cc(-c3ccccc3)oc12	2	-7
O=C1N(Cc2cccc(Cl)c2)C[C@@H]2C[C@@H](c3cccc4cccnc34)N3CCC[C@@]123	12	1
CCOc1ccc(S(=O)(=O)NCCC(=O)NCc2ccco2)cc1	4	0
CCC(=O)c1ccc(OCC(=O)Nc2ccccc2C(=O)N2CCCCC2)cc1	-6	2
O=C(NC1CCS(=O)(=O)C1)c1ccccc1Cl (stereo not drawn)	-12	0
Cc1ccc(N2C(=O)C3CCC(C)(C2=O)C3(C)C)cc1C (stereo not drawn)	-4	-8
CCOC(=O)Cc1cnc(N)s1	-8	-1
Cc1ccc(OCC(=O)Nc2ccc(CN3CCCCC3)cc2)c(C)c1	6	-1
CCn1c(SCC(=O)Nc2cccc(NC(C)=O)c2)nc2c([nH]c3ccccc32)c1=O	17	-7
Cc1ccc(S(=O)(=O)N(C)c2ccc(C(=O)NC3CCCCC3)cc2)cc1	13	-6
COc1cccc(NC(=O)CN(C)C(=O)Cn2[nH]c(=O)c3ccccc3c2=O)c1	-4	8
CC(=O)N1CCN(c2ccc(Nc3ncnc4c3oc3ccccc34)cc2)CC1	-25	6
N#Cc1ccc(NC(=O)Nc2ccc(Cl)cc2)cc1	-44	-7
O=C(CCc1ccccc1)Nc1ccc(Cl)cn1	10	-8
Cn1nc([N+](=O)[O-])nc1Sc1nnnn1-c1ccc(C(=O)O)cc1	10	0
CCc1nnc(NC(=O)CC23CC4CC(CC(C4)C2)C3)s1	-1	-3
CCN(CC)CC(O)CNc1ccnc2c(Cl)ccc(Cl)c12 (stereo not drawn)	-2	4
CN(CC(=O)Nc1ccc(Cl)c(C(F)(F)F)c1)C(=O)c1ccc(S(=O)(=O)N2CCOCC2)cc1	-10	-4
CC(C)CC(=O)NC(=S)NCCc1ccccc1	-17	0
Cn1cc(C(=O)c2cccc(Cl)c2Cl)cc1C(=O)O	14	-7
COc1ccc(OC)c(S(=O)(=O)NC(=O)C2(C)CCN2C(=O)Cc2ccccc2Cl)c1 (stereo not drawn)	-5	16
COc1ccc(Cl)cc1N(CC(=O)N(C)C)S(=O)(=O)c1ccc(C)c([N+](=O)[O-])c1	5	-22
COc1ccccc1-c1cc(C(F)(F)F)nc(N2CCN(c3ccccc3)CC2)n1	-7	6
CCN(CC)S(=O)(=O)c1ccc(N2CCOCC2)c(NC(=S)NC(=O)c2ccco2)c1	3	-1
CC(=O)c1cccc(NC(=O)C2CCN(S(=O)(=O)c3ccc(C)cc3)CC2)c1	6	-1
Cc1cccc(C)c1OCC(C)N (stereo not drawn)	-7	-3
CCOC(=O)c1c(NC(=O)OC)sc2c1CCC2	2	50
N/C(=N\OC(=O)CSc1ccccc1)c1ccncc1	-6	2
Cc1nnc(SCc2ccccc2)nc1/C=C/NOCc1ccc(Cl)cc1Cl	-14	3
CNC[C@@H](Cc1ccccc1)NC[C@@H](CC1CCCCC1)NCCCc1ccccc1	127	-66
O=C(NCCN1CCCCC1)c1ccc2c(c1)OCCO2	7	196
Cc1nc(C(=O)NNC(=O)Nc2ccc(Cl)cc2)cs1	-1	0
CCCCCCn1c(=O)n2n(c1=O)[C@@H]1CN(S(=O)(=O)c3ccc(C)cc3)C[C@]1(O)[C@@H](OC(=O)Nc1c(C)noc1C)C2	-1	7
Cc1nnc(NC(=O)CSc2nc(C(C)C)nc3sc(C)c(C)c23)s1	-8	5
COc1ccccc1C(=O)Nc1sc2c(c1C(=O)NCc1ccco1)CCCC2	-3	38
Cc1sc(-c2ccccn2)nc1OC(=O)c1cccc(Cl)c1Cl	-6	-12
CC(=O)Nc1ccc(N(C(=O)CNC(=O)c2ccco2)C(C(=O)NCc2ccco2)c2ccccc2)cc1 (stereo not drawn)	1	-8
COc1cc(NC(=O)c2onc(C)c2Cl)c(OC)cc1Cl	-4	-2
CCN(C[C@H]1N[C@@](Cc2ccccc2)(C(=O)OC)[C@H]2C(=O)N(Cc3ccccc3)C(=O)[C@@H]12)S(=O)(=O)c1ccc(F)cc1	18	-6
COCCn1c(C)cc(C(=O)CSc2nc3ccccc3c(=O)n2C(C)COC)c1C (stereo not drawn)	-3	-20
O=CNC(Cc1ccccc1)C(=O)O (stereo not drawn)	-8	3
N#Cc1c(Nc2ccccc2)sc(C(=O)c2ccccc2)c1N	6	5
O=C(NCCc1ccccc1C(F)(F)F)c1cc(COc2ccccc2)on1	-6	-3
c1ccc(N=Nc2ccc(C3=NCCO3)cc2)cc1	15	7
CCOc1cc(-c2noc(N)c2C#N)cc(OCC)c1OCC	-24	13
CCCNC(=O)C(Cc1ccc(OC)cc1)NC(=O)c1ccc(Cl)cc1 (stereo not drawn)	-53	-3
O=Cc1c(OCc2ccccc2)ccc2ccccc12	8	-4
COc1ccc2cc3[n+](cc2c1OC)CCc1cc2c(cc1-3)OCO2	-34&-62	12&7
CCS(=O)(=O)n1nc(-c2cccnc2)nc1NCc1ccc(F)cc1	-1	0
CCCOc1ccc(C(=O)CCC(=O)NNC(=O)c2cccs2)cc1	-1	10
Further results
SMILES	TAG inh	TAG inh DAPI viability
O=C(Cc1ccccc1)Nc1nc(-c2cccs2)cs1	62*	0.7*
COC(=O)c1ccccc1NC(=O)CSc1nc(O)cc(=O)n1C1CCCC1	3	7
Cc1c(C(=O)N2CCN(CC(=O)Nc3ccccc3Cl)CC2)oc2ccc(Br)cc12	-5	1
CCc1nc2c(OCC(=O)C(C)(C)C)cccn2c1N(C=O)Cc1ccccc1	-6	7
Cc1nnc(Nc2ccc(F)cc2)c2ccccc12	-15	-2
CCn1cc(NC(=O)Nc2ccc(OC)c(OC)c2)c(C(N)=O)n1	-8	1
CCOC(=O)Cn1nc(C)n(-c2ccc(C(C)(C)C)cc2)c1=O	-26	20
CCCCN(C)CCn1c(=S)[nH]c2ncccc2c1=O	16	-42
COc1ccc(N2CCN(CCS(=O)(=O)c3cc(Cl)ccc3Cl)CC2)cc1	-19	1
CCNC(=S)N1CCN(C(=O)C(Cc2ccccc2)NC(C)=O)CC1 (stereo not drawn)	2	0
CC(=NNC(=O)c1ccncc1)c1ccc(Cl)cc1Cl	-10	4
CN(C)C(=O)c1cccc(-c2ccc3nncn3c2)c1	5	1

Three records drawn at random from those above, as already listed:
SMILES	TAG inh	TAG inh DAPI viability
COc1ccc(OC)c(S(=O)(=O)NC(=O)C2(C)CCN2C(=O)Cc2ccccc2Cl)c1 (stereo not drawn)	-5	16
CCC(=O)c1ccc(OCC(=O)Nc2ccccc2C(=O)N2CCCCC2)cc1	-6	2
CC(C)CC(=O)NC(=S)NCCc1ccccc1	-17	0

Returning to the listing; the four compounds before the break are reprinted first.
SMILES	TAG inh	TAG inh DAPI viability
COc1ccc(N2CCN(CCS(=O)(=O)c3cc(Cl)ccc3Cl)CC2)cc1	-19	1
CCNC(=S)N1CCN(C(=O)C(Cc2ccccc2)NC(C)=O)CC1 (stereo not drawn)	2	0
CC(=NNC(=O)c1ccncc1)c1ccc(Cl)cc1Cl	-10	4
CN(C)C(=O)c1cccc(-c2ccc3nncn3c2)c1	5	1
COc1ccc(NS(=O)(=O)c2cccc(NC(=O)c3ccccn3)c2)cc1	-41	-5
OC(c1ccc(F)cc1)c1ncc(-c2ccc(Oc3ccccc3)cc2)[nH]1 (stereo not drawn)	-8	-2
Brc1cccc(CN2CCN(c3ncccn3)CC2)c1	-11	2
O=C(O)C(NS(=O)(=O)c1cccc2nsnc12)c1ccccc1 (stereo not drawn)	-5	0
O=C(NCc1csc2ccc(Cl)cc12)Nc1cccc2ccccc12	40	-26
CS(=O)(=O)c1ccc(Cl)c(NC(=O)COc2ccc3c(c2)CCC3)c1	4	6
COCCN(C(=O)CCCC(=O)Nc1ccccn1)C(C(=O)NC1CCCCC1)c1ccc(C)cc1 (stereo not drawn)	6	-2
Cc1ccc(Nc2nc(-c3cccs3)cs2)nc1	10	-11
CCc1ccc(CC2S/C(=C(\C#N)C(C)=O)NC2=O)cc1 (stereo not drawn)	7	11
NS(=O)(=O)c1ccc(NC(=O)CN(C(=O)C(F)(F)F)C2CCCC2)cc1	-6	8
Cc1ccc(/C=N/N2CCN(c3ccccc3)CC2)cc1	20	-11
O=C(CCn1nnc2ccccc2c1=O)N[C@H](C(=O)O)c1ccccc1	10	2
Cn1c(CCCNC(=O)c2ccco2)nc2ccccc21	-4	3
O=C(CNC(=S)N(CCCN1CCOCC1)Cc1cccs1)N1CCCC1	14	-11
CCc1ccc2c(Cl)c(C(=O)N/N=C/c3c[nH]c4ccccc34)sc2c1	7	-5
O=c1sc2ccccc2c(N2CCCC2)c1[N+](=O)[O-]	4	-3
Cc1ccc(S(=O)(=O)CCSc2n[nH]c(=O)n2-c2ccc3c(c2)OCCO3)cc1	23	-16
C=C(NS(=O)(=O)c1ccc(C)cc1)C(=O)OC	-5	-2
COc1cc(-c2cc(-c3ccc(F)cc3)nc(N)c2C#N)ccc1O	20	-8
COC(=O)c1c(-c2ccsc2)oc2ccc(-c3cc(OC)c(OC)c(OC)c3)cc12	-1	88
COc1ccc(CCN(C)CCC(=O)Nc2c(C)cc(C)cc2C)cc1OC	8	1
Cc1ccc(C2/C(=C(\O)c3cnn(-c4ccccc4)c3C)C(=O)C(=O)N2CCN(C)C)o1 (stereo not drawn)	-20	8
Cc1ccc(C(=O)NCC(=O)NCc2ccc(Cl)cc2)s1	-7	7
CC1(C)C[C@H]2C3=CCC4[C@@]5(C)CC[C@H](O)[C@@](C)(CO)C5CC[C@@]4(C)[C@]3(C)C[C@@H](O)[C@@]2(CO)[C@@H](O)[C@@H]1O (stereo partly drawn)	-7	-6

An excerpt from the list above, as a working copy:
SMILES	TAG inh	TAG inh DAPI viability
Cn1c(CCCNC(=O)c2ccco2)nc2ccccc21	-4	3
O=C(CNC(=S)N(CCCN1CCOCC1)Cc1cccs1)N1CCCC1	14	-11
CCc1ccc2c(Cl)c(C(=O)N/N=C/c3c[nH]c4ccccc34)sc2c1	7	-5

Record cards, as listed above. Order of screens: TAG inh | TAG inh DAPI viability
O=C(CNC(=S)N(CCCN1CCOCC1)Cc1cccs1)N1CCCC1 as listed: 14 | -11
O=c1sc2ccccc2c(N2CCCC2)c1[N+](=O)[O-] as listed: 4 | -3

An excerpt; count on the stated rates, not on these rows.
